Bioassay records: PubChem, National Center for Advancing Translational Sciences (NCATS)
RGS4 inh = blocks human RGS4-accelerated GTP hydrolysis; Potency, µM (doses to about 114 µM), inactives show at the highest dose activity change, negative = inhibition, hits mostly inhibitors; 390,000 tested, 0.039% active; P49798; AID 504845; Transcreener GDP fluorescence polarization, RGS4-accelerated GTP hydrolysis; note: % is set by controls: 0 for no effect and ±100 for the full control effect; nearly all actives have a fitted effect of over 75% in size; some results filed as inactive show a strong effect at the top dose
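MLSMR compounds (23 nl, pin-transferred) preincubated 10 min at room temperature with a 500nM (2x) first reagent, then RGS4 at 900nM (2x) plus Transcreener GDP mix added; fluorescence polarization (620/688 nm) read before and after 90 min at 30 °C.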
RXFP1 ag = RXFP1 (human) receptor agonism; HEK293T-RXFP1 cAMP TR-FRET, 30 min; response scale: percent of porcine relaxin response, buffer zero; Potency, µM (series often up to 57.5 µM), inactives show top-dose activation, hits mostly activators; 370,000 tested, 0.3% active; note: % is set by controls: 0 for no effect and ±100 for the full control effect; nearly all actives have a fitted effect of over 60% in size; many of its hits are not listed in these tables
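HEK293T cells stably expressing RXFP1 were pretreated with the PDE4 inhibitor Ro 20174, exposed to compounds for 30 min at 37C, lysed, and cAMP was read by TR-FRET. Data normalized to buffer (basal) and 29 nM porcine relaxin (100%).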
rTrxR1 inhibitor = rat TrxR1 inhibition; O89049; recombinant rTrxR1, NADPH fluorescence consumption, selenite substrate; Potency, µM (doses to about 114 µM), inactives show at the highest dose activity change, negative = inhibition, actives largely listed as inhibitors; 390,000 tested, 1% active; AID 588453; note: % is set by controls: 0 for no effect and ±100 for the full control effect; nearly all actives have a fitted effect of over 65% in size
Target sequence (O89049 whole entry, looked up): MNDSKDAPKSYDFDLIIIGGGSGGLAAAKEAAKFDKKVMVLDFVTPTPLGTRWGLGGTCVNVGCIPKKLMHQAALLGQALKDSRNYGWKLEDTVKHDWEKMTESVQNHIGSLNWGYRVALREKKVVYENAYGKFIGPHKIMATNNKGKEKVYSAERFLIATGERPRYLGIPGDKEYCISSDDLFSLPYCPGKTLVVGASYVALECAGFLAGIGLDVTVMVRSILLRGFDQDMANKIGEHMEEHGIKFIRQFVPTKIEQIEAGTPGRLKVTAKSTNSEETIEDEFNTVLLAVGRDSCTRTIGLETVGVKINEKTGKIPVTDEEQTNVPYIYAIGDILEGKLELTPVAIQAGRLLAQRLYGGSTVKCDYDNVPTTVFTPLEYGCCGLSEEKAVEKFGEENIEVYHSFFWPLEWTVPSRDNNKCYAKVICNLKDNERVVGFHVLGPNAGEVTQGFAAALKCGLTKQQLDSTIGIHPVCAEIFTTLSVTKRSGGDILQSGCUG
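Rat TrxR1 (90 nM in the dispensed reagent) was pre-reduced with 400 uM NADPH for 5 min at room temperature, then incubated with compound for 15 min. After 400 uM selenite was added, NADPH fluorescence (Ex 340/Em 450 nm) was followed for 8 min.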
ALOX12 inh = inhibitors of human 12S-lipoxygenase ALOX12; P18054; purified 12hLO, xylenol orange hydroperoxide absorbance; Potency, µM (highest dose often 108 µM), inactives show top-dose activity change, negative = inhibition, actives largely listed as inhibitors; 580,000 tested, 1.1% active; note: % is set by controls: 0 for no effect and ±100 for the full control effect
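Purified human 12hLO (150 nM final) in 25 mM Hepes, 0.01% Triton X-100, pH 7.0 was preincubated 15 min at room temperature with compound. Then 40 uM arachidonic acid was added, 30 min. Hydroperoxide was read by Fe-XO absorbance ratio 573/405 nm.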
TrxR1 substrate = rat thioredoxin reductase 1 substrate activity | 390,000 tested, 0.01% active | O89049 | purified TrxR1 substrate turnover, NADPH consumption readout | Potency, µM (series often up to 114 µM), inactives show at the top dose activity change, negative = substrate turnover; note: % is set by controls: 0 for no effect and ±100 for the full control effect; nearly all actives have a fitted effect of over 50% in size
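Rat TrxR1, dispensed at 90 nM, was prereduced with 400 uM NADPH (final) for 5 min at ~22 deg C, then incubated with compound 15 min before 400 uM selenite. A first-read NADPH fluorescence drop versus no-compound background flagged substrates.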
Vif-A3F inh = Vif-A3F binding inhibition. HeLa A3F-eYFP + Vif (tagged APOBEC3F with the HIV-1 protein that degrades it), YFP fluorescence increase. Potency, µM (series often up to 46.1 µM), for inactives: top-dose activity, negative = active. AID 602313. 390,000 tested, 0.2% active; note: % of control where 0% means no effect; nearly all actives have a fitted effect of over 65% in size
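Fluorescence increase (Ex 488/Em 500-530) after overnight compound treatment at 37 deg C flags inhibition of Vif-driven A3F-eYFP loss in stable HeLa A3F-eYFP/Vif cells seeded overnight beforehand.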
USP1-UAF1 inh = USP1/UAF1 (human) deubiquitinase inhibition | O94782 | recombinant USP1/UAF1, Ub-Rhodamine cleavage fluorescence | Potency, µM (highest dose often 57.1 µM), for inactives: top-dose activity change, negative = inhibition, most hits filed as inhibitors | 390,000 tested, 0.23% active | AID 743255; note: % is set by controls: 0 for no effect and ±100 for the full control effect; nearly all actives have a fitted effect of over 60% in size; inactives centre near -12
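USP1/UAF1 complex (1 nM) preincubated 15 min at room temperature with compound, then Ub-Rho substrate (150 nM final) added. Kinetic fluorescence at 480/540 nm over 6 reads at 60 s intervals; 50 mM HEPES pH 7.8, 0.5 mM EDTA, 0.1 mg/ml BSA, 1 mM TCEP, 0.01% Tween-20.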
IDH1 R132H inh = blocks human mutant IDH1 R132H enzyme | AID 602179 | Potency, µM (top dose mostly 76.6 µM), inactives show top-dose activity change, negative = inhibition, most hits filed as inhibitors | 390,000 tested, 0.093% active | IDH1-R132H enzyme, NADPH consumption, diaphorase/resazurin fluorescence | O75874; note: % is set by controls: 0 for no effect and ±100 for the full control effect; nearly all actives have a fitted effect of over 65% in size
Target sequence (O75874 whole entry R132H, stated change not applied): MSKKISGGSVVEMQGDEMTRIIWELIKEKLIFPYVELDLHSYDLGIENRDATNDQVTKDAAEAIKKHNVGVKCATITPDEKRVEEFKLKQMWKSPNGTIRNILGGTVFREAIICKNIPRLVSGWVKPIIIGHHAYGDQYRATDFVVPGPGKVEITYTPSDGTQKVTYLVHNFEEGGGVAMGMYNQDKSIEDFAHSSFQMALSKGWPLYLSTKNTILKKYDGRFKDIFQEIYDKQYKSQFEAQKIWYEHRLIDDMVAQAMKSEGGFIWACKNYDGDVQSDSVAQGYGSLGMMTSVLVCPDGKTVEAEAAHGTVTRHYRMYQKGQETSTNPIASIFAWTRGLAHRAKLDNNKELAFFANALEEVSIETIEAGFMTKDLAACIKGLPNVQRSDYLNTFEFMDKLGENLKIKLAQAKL
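IDH1-R132H (0.5 ug/mL dispensed) in pH 7.5 Tris buffer was preincubated 30 min with compound, then given a substrate mix of 0.016 mM NADPH and 2 mM alpha-KG for 80 min at room temperature; remaining NADPH was read by diaphorase/resazurin fluorescence.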
Vif-A3G inh = inhibitors of Vif-APOBEC3G interaction; Q9HC16; HeLa A3G-eYFP + Vif (tagged APOBEC3G with the HIV-1 protein that degrades it), YFP fluorescence, overnight; Potency, µM (series often up to 46.1 µM), inactives show top-dose activity, negative = active, most hits filed as inhibitors; 410,000 tested, 0.076% active;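 note: % is set by controls: 0 for no effect and ±100 for the full control effect; nearly all actives have a fitted effect of over 60% in size; hits raise eYFP signal because A3G escapes Vif-driven loss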
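HeLa cells stably expressing Vif and C-terminally eYFP-tagged A3G, seeded overnight at 37 deg C, then exposed to compound by pintool overnight at 37 deg C. Rise in yellow fluorescence (Ex 488/Em 500-530, Acumen) marks blocked Vif-driven A3G degradation.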
* hit, by the source's call; ? = inconclusive; . = no result given; [ ] = another dose, or the depositor's remark. Calls come from the whole dose curve; as a rule, active = well fitted curve in the direction sought with a large enough effect; inconclusive = small, poorly fitted or top-dose-only effect, or another doubt; inactive = no such curve, though single readings can be large; an effect the other way counts as inactive or inconclusive. Potency is the fitted concentration of half-maximal effect.

SMILES	RGS4 inh	RXFP1 ag	rTrxR1 inhibitor	ALOX12 inh	TrxR1 substrate	Vif-A3F inh	USP1-UAF1 inh	IDH1 R132H inh	Vif-A3G inh
O=C(NC1CC1)c1cccc(NC(=O)c2cc(S(=O)(=O)N3CCOCC3)ccc2Cl)c1	10%	-1.6%	8%[57.1 µM]	1%	2%[57.1 µM]	-12%	-5%	-1%	-6%
COc1ccccc1OCC(=O)Nc1nonc1NC(=O)COc1ccccc1OC	-8%	1.4%	11%[57.1 µM]	-23%	11%[57.1 µM]	2%	-16%	-4%	-6%
COc1cc(OC)c(N(C)C(=O)c2c(C)oc3ncn(CC(C)C)c(=O)c23)cc1Cl	-6%	-0.7%	9%	-8%	-3%	-3%	-23%	-16%	-2%
CCCCCCNC(=O)O[C@H]1Cn2c(=O)n(CCCCCC)c(=O)n2[C@@H]2CN(S(=O)(=O)c3ccc(C)cc3)C[C@]12O	.	.	.	?	.	?	?	12%	-27%
COC(=O)NC1(C(=O)O)CCCC1	28%	1.4%	22%	0%	3%	0%	-7%	12%	2%
O=C(NNC(=S)NC(=O)c1ccccc1[N+](=O)[O-])c1ccccc1[N+](=O)[O-]	-13%	-0.1%	-14%	-17%[57.4 µM]	15%[57.1 µM]	0%	-6%	4%	0%
O=C(c1ccc(CSc2ccccc2)cc1)N1CCCCCC1	14%	3.6%	-11%	-10%	-14%	2%	-11%	3%	-2%
CCOc1ccccc1N1CC(c2nc3ccccc3n2CCCOc2ccccc2)CC1=O (stereo not given)	-10%	1.4%	3%	?	-3%	0%	-19%	2%	2%
CCN(C(=O)CSc1nc(C)nc2sc3c(c12)CCC3)C1CCS(=O)(=O)C1 (stereo not given)	14%	.	1%	-15%	-3%	-6%	6%	-9%	1%
COc1ccccc1OCCCc1c(C)n[nH]c1C	-7%	-0.3%	11%	-6%	7%	-4%	-15%	11%	2%
CCOC(=O)CC1C(=O)NCCN1C(=S)NC(=O)c1ccc(C)c(Br)c1 (stereo not given)	.	.	.	?	.	-1%	1%	-2%	1%
CCc1cc2c(=O)[nH]c(Cc3ccc(Cl)cc3)nc2s1	?	19%	29%[57.1 µM]	82%[activator]	-10%	0%	-10%	4%	-1%
CCCCN1C(=O)C(O)(CC(=O)c2ccccc2OC)c2ccccc21 (stereo not given)	-7%	-1.1%	16%	4%	5%	0%	-31%	6%	0%
CN(c1ccc(OCC(=O)NC2CCCC2)cc1)S(=O)(=O)c1cccs1	0%	-1.2%	18%	-26%	-1%	-7%	-5%	1%	1%
CCN(C[C@H]1N[C@@](Cc2ccccc2)(C(=O)OC)[C@H]2C(=O)N(Cc3ccccc3)C(=O)[C@@H]12)C(=O)Nc1ccc(Cl)cc1	-8%	.	17%	-3%	-5%	-4%	-27%	-2%[38.3 µM]	-11%
O=C(COC(=O)CNC(=O)c1ccc(Cl)cc1Cl)NNC(=O)c1ccccc1F	21%	.	7%[57.1 µM]	9%	3%[57.1 µM]	2%	1%	16%	1%
O=S(=O)(Nc1nc2ccccc2nc1Cl)c1ccccc1	17%	?	1%	-9%	-1%	?	-19%	-4%	-20%
Cc1ccc(O)c(NC(=O)C2CC(c3ccc(F)cc3)=NO2)c1 (stereo not given)	-12%	0.3%	7%	?	-1%	2%	-20%	0%	-5%
CS(=O)(=O)N(CC(=O)NCCSCc1cccc(Cl)c1)c1ccc2c(c1)OCO2	-3%	0.4%	9%[57.1 µM]	44%[activator]	-3%	5%	-20%	6%	-3%
CC(=O)Nc1ccc(S(=O)(=O)N2CCC(C(=O)NCCc3c[nH]c4ccccc34)CC2)cc1	-13%	-2.3%	20%	17%	6%	9%	-19%	0%	-3%
O=C(CSc1nnc(-c2ccccc2)n1Cc1ccccc1)N1CCOCC1	-4%	0.4%	3%	0%	2%	3%	-15%	2%	1%
CCN(CC)C(=O)CSc1nc2cc(S(=O)(=O)N3CCOCC3)ccc2n1CC	5%	0.2%	-3%	0%	1%	1%	-22%	8%	0%
O=C(COC(=O)c1cccc(S(=O)(=O)N2CCc3ccccc32)c1)NC1CCS(=O)(=O)C1 (stereo not given)	-3%	1.3%	-14%	52%[activator]	-8%	6%	-13%	15%	-4%
COc1cc2c(cc1OC)-c1nnc(-c3cccs3)n1C1(CCCC1)C2	24%	0.5%	-3%[57.1 µM]	-16%	7%[57.1 µM]	4%	-6%	1%	0%
NC(=O)NC(CC(=O)NCCc1ccc(S(N)(=O)=O)cc1)c1ccccc1Cl (stereo not given)	-10%	-0.8%	6%	0%	3%	8%	-9%	2%	1%
O=C(NCc1nnc(SCC(=O)N2CCCC2)o1)c1c(F)cccc1Cl	-6%	-2.8%	4%[57.1 µM]	9%	10%[57.1 µM]	2%	-13%	4%	-11%
Cc1cc(C(=O)COC(=O)c2csc3c2CCCC3)c(C)n1C	2%	1.8%	-13%	-16%	-5%	8%	-3%	4%	1%
COC(=O)[C@H](CCSC)NC(=O)Nc1ccc(OC)cc1OC	4%	0.7%	26%[57.1 µM]	-15%	9%[57.1 µM]	-13%	-4%	-6%	2%
CC(C)C(NS(=O)(=O)c1cccs1)C(=O)NCc1ccc2c(c1)OCO2 (stereo not given)	0%	2.0%	15%	?	0%	-3%	-27%	-3%	0%
COc1ccc(N(CC(=O)NCc2ccco2)S(=O)(=O)c2ccc(OC)c(OC)c2)cc1	-8%	2.4%	1%	-4%	7%	-4%	-19%	6%	2%

An excerpt from above, limited to rTrxR1 inhibitor:
| smiles | rTrxR1 inhibitor |
| --- | --- |
| Cc1cc(C(=O)COC(=O)c2csc3c2CCCC3)c(C)n1C | -13% |
| CC(C)C(NS(=O)(=O)c1cccs1)C(=O)NCc1ccc2c(c1)OCO2 (stereo not given) | 15% |
| O=C(CSc1nnc(-c2ccccc2)n1Cc1ccccc1)N1CCOCC1 | 3% |

New compounds follow:
SMILES	RGS4 inh	RXFP1 ag	rTrxR1 inhibitor	ALOX12 inh	TrxR1 substrate	Vif-A3F inh	USP1-UAF1 inh	IDH1 R132H inh	Vif-A3G inh
CCc1ccc2oc(C(=O)NCc3ccncc3)c(C)c2c1	-13%	0.9%	2%	-17%	14%	0%	-17%	3%	8%
O=C(NCC(c1ccco1)N1CCc2ccccc21)c1c(F)cccc1F (stereo not given)	3%	0.7%	7%[57.1 µM]	?	1%[57.1 µM]	-17%	-21%	-1%	1%
Cc1ccc(CC(=O)Nc2cccnc2)cc1	-11%	-0.3%	23%	1%	-1%	-7%	-12%	-3%	0%
COC(=O)c1ccc(C(=O)N2CCCC(Nc3ccc(C(C)C)cc3)C2)nc1 (stereo not given)	-12%[56.9 µM]	1.8%	19%[57.1 µM]	?	-11%[57.1 µM]	7%	-19%	11%	8%
Cc1ccc(/C=C2\SC(N)=NC2=O)s1	16%	0.0%	-18%	-10%	-16%	?	-12%	4%	-11%
C=CCn1c(SCc2cc(=O)n3ccsc3n2)nc2scc(C3CC3)c2c1=O	-20%	2.4%	3%	-16%	-2%	-8%	-12%	5%	-6%
NC(=O)COc1ccccc1C(=O)O	-14%	-2.5%	15%[57.1 µM]	-1%	9%[57.1 µM]	-14%	-18%	4%	-2%
O=C(Nc1ccc2ccccc2n1)C1CCCCC1	-9%	-3.1%	-5%	18%	-7%	0%	-26%	0%	3%
COc1ccc(NS(=O)(=O)c2ccc3[nH]c(=O)ccc3c2)cc1OC	-17%	3.6%	5%	-27%	-13%	-2%	-1%	19%	1%
O=C(COc1ccccc1)NCc1ccc2c(c1)OCO2	-12%	-0.1%	13%	2%	-4%	0%	-5%	2%	0%
Cc1cc(C)nc(NS(=O)(=O)c2ccc(N=Cc3c(C)[nH]n(-c4ccccc4)c3=O)cc2)n1	?	4.6%	-3%[57.1 µM]	4%	3%[57.1 µM]	-25%	-2%	4%	0%
COc1ccc(-c2nc3scc(CCNS(=O)(=O)c4ccc(F)cc4F)n3n2)cc1OC	0%	-0.8%	22%[57.1 µM]	2%	1%[57.1 µM]	-10%	-19%	-16%	2%
O=C(CC(C(=O)NCc1ccccc1)c1nc2ccccc2c(=O)[nH]1)NCc1ccccc1 (stereo not given)	2%	0.4%	32%	-21%	-1%	2%	3%	4%	-1%
Cc1nn(C)c(C)c1NC(=O)c1cc2nc(-c3ccco3)cc(C(F)(F)F)n2n1	-8%	2.3%	5%[57.1 µM]	-16%	6%[57.1 µM]	-3%	-22%	-8%	-6%
OCCC1CN(Cc2cnc(-c3ccccc3)s2)CCN1C1CCCC1 (stereo not given)	16%	-0.1%	-1%[57.1 µM]	-25%	4%[57.1 µM]	-2%	1%	2%	3%
CCOC(=O)N1CCN(S(=O)(=O)N2CCCC(C(=O)NCCCN3CCC(C)CC3)C2)CC1 (stereo not given)	23%	-1.2%	-13%	-1%	-12%	-21%	-9%	-4%	3%
Cc1ccc2cc3cc(C(=O)NCc4ccc5c(c4)OCO5)oc3nc2c1	?	3.0%	38%[activator][11.4 µM]	-24%	8%[11.4 µM]	5%	-3%	3%	3%

Only part of the results is shown; count on the stated rates, not on these rows.
